Assay outcomes (PubChem)
TcdB GH inh = inhibitors of Clostridioides difficile toxin B glycohydrolase. inhibition, % at 9.99 µM. P18177. actives 0.24% (n = 350,000). AID 652162. TcdB glycohydrolase enzymatic assay, plate reader; in the data active = inhibition above about 10%
Target sequence (P18177 whole entry, looked up): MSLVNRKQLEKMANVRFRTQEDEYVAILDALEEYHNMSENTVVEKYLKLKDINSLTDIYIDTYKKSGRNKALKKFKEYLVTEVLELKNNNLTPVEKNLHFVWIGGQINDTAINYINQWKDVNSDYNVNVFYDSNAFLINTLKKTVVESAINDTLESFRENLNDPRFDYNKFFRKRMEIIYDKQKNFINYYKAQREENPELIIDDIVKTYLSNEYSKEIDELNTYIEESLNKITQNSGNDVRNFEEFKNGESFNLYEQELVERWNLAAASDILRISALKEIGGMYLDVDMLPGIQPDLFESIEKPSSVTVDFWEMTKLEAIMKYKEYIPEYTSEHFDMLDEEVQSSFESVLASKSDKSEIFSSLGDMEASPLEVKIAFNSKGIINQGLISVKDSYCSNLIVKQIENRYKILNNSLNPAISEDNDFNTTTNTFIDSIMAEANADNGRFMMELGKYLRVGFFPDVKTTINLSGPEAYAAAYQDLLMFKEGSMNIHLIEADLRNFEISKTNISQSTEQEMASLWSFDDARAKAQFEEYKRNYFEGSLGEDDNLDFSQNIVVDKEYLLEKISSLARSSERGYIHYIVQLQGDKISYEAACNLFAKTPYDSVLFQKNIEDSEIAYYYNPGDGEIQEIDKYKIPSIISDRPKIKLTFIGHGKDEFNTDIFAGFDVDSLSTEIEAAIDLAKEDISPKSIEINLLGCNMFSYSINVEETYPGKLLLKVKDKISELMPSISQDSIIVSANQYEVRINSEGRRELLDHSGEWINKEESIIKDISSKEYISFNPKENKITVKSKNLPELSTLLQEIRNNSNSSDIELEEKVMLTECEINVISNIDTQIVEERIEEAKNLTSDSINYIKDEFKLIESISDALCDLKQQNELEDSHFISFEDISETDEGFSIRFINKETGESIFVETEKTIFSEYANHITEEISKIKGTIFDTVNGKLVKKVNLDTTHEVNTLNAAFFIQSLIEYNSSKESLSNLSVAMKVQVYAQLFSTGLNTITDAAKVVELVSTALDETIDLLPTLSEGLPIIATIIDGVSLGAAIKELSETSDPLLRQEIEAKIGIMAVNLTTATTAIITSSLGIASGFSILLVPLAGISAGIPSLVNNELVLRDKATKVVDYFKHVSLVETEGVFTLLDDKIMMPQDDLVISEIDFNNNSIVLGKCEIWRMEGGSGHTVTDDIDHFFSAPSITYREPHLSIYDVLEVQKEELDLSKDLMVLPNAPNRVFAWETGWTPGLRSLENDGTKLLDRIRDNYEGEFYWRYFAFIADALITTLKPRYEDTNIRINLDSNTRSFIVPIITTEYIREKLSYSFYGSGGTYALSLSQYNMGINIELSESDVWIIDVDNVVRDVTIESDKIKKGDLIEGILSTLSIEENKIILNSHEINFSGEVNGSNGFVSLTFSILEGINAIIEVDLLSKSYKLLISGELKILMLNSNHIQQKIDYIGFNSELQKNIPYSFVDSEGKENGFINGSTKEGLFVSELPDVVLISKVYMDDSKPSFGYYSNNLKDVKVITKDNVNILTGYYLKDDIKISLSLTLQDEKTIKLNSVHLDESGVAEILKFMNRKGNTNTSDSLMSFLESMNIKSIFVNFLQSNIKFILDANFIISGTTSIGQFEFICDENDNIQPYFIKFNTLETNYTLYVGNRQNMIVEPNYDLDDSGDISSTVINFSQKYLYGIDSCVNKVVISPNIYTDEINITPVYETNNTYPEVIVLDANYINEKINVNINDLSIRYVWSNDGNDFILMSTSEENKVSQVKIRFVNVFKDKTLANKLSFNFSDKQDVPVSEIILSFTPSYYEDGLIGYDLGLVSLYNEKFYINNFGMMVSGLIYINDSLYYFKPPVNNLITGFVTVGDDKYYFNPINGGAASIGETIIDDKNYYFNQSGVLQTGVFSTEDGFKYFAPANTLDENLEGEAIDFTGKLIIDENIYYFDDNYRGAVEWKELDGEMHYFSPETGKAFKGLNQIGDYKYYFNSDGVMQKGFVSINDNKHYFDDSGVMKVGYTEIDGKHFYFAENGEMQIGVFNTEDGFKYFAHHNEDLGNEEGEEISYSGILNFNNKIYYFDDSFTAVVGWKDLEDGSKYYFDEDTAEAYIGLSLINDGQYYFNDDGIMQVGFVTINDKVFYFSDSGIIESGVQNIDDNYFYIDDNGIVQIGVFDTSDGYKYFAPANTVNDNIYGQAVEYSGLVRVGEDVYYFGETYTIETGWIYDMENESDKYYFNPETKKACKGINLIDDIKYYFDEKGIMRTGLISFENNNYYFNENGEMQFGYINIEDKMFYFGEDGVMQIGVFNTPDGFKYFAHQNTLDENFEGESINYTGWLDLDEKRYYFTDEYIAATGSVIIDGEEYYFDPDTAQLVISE
Mtb BioA inh = blocks M. tuberculosis BioA enzyme activity. purified M. tuberculosis BioA enzyme, plate reader. inhibition, % at 9.99 µM. actives 0.096% (n = 360,000); in the data active = inhibition above about 40%
* marks the source's active call; other numbers are inactive results; & = joins results of further samples. An excerpt; rates above refer to the full screens.

SMILES | TcdB GH inh | Mtb BioA inh
COc1ccc(NC(=O)Nc2ccc3c(c2)C(=O)N([C@H](C)CO)C[C@H](C)[C@@H](CN(C)C(=O)CCCN(C)C)OCCCC[C@@H](C)O3)cc1 | 0.7 | 0.8
O=C(CN1CCOCC1)N[C@@H]1CC[C@@H](CCn2cc(C3CC3)nn2)O[C@H]1CO | 0.8 | -0.5
CCCC(=O)Nc1ccc2c(c1)C(=O)N(C)C[C@H](OC)[C@@H](C)CN(C)[C@@H](C)CO2 | 0.2 | 0.6
N#C[C@@H]1[C@H](c2ccc(C#CC3CCCCC3)cc2)[C@@H](CO)N1C(=O)Cc1ccccn1 | 0.0 | -0.2
CCS(=O)(=O)Nc1ccc2c(c1)C(=O)N(C)[C@@H]1CC[C@H](CC(=O)OC)O[C@@H]1CO2 | -3.3 | -5.0
C[C@H](NC(=O)C[C@H]1C=C[C@@H](NS(=O)(=O)c2cccc(F)c2)[C@H](CO)O1)c1ccccc1 | -5.9 | -1.3
COc1ccc(S(=O)(=O)N(C)C[C@H]2OCCCC[C@H](C)Oc3ccc(NC(=O)Nc4ccc(C(F)(F)F)cc4)cc3C(=O)N([C@@H](C)CO)C[C@H]2C)cc1 | -1.4 | -2.4
COc1ccc(C#Cc2cnc3c(c2)C(=O)N([C@@H](C)CO)C[C@@H](C)[C@H](CN(C)C(C)=O)O3)cc1 | -1.8 | 0.5
C[C@@H]1CN([C@H](C)CO)C(=O)Cc2cc(NC(=O)C3CC3)ccc2O[C@@H]1CN(C)C(=O)Nc1ccc2c(c1)OCO2 | -0.3 | -2.4
O=C(N[C@@H]1CC[C@H](CCn2cc(C3(O)CCCC3)nn2)O[C@@H]1CO)C1CC1 | -0.3 | 4.4
COc1ccccc1NC(=O)N1CCCCN2[C@H](C1)[C@@H](c1ccc(-c3cccc(F)c3)cc1)[C@@H]2CO | -1.1 | 1.3
CCCC(=O)Nc1ccc2c(c1)OC[C@@H](C)N(CCC(F)(F)F)C[C@H](C)[C@H](OC)CN(C)C2=O | 1.0 | 2.9
C[C@H](CO)N1C[C@H](C)[C@@H](CN(C)S(C)(=O)=O)Oc2ccc(NC(=O)CCN3CCOCC3)cc2CC1=O | -0.6 | -1.6
Cc1noc(C)c1NC(=O)N(C)C[C@@H]1Oc2ccc(NC(=O)Nc3ccc(C(F)(F)F)cc3)cc2C(=O)N([C@@H](C)CO)C[C@H]1C | -0.3 | -1.8
CC(C)C#Cc1cnc2c(c1)C(=O)N([C@@H](C)CO)C[C@@H](C)[C@@H](CN(C)Cc1cncnc1)O2 | 1.6 | -2.6
C[C@@H]1CN([C@@H](C)CO)S(=O)(=O)c2ccc(C#CC3CC3)cc2O[C@@H]1CN(C)C(=O)c1ccccc1 | 0.5 | -0.5
C[C@@H]1CN([C@H](C)CO)C(=O)c2cc(NC(=O)C3CCCCC3)ccc2O[C@@H](C)CCCCO[C@H]1CN(C)C(=O)Nc1ccc(F)cc1 | -0.6 | -0.2
C[C@H](CO)N1C[C@H](C)[C@@H](CN(C)Cc2ccccc2)Oc2ccc(NC(=O)C3CC3)cc2C1=O | 0.4 | -2.5
O=C(c1ccncc1)N1C[C@H]2[C@@H](c3ccccc31)[C@H](CO)N2C(=O)c1ccccc1F | -2.2 | -0.5
Cc1noc(C)c1S(=O)(=O)Nc1cccc2c1O[C@@H](CN(C)S(=O)(=O)c1ccccc1)[C@@H](C)CN([C@H](C)CO)C2=O | 0.2 | -5.0
CC(C)CC#Cc1ccc2c(c1)O[C@@H](CN(C)Cc1cccc(F)c1)[C@H](C)CN([C@@H](C)CO)S2(=O)=O | -0.6 | -1.7
C[C@H]1CN([C@@H](C)CO)C(=O)c2cc(C#CC(C)(C)O)cnc2O[C@@H]1CN(C)C(=O)C1CCC1 | -0.2 | 9.6
C[C@H]1CN([C@@H](C)CO)S(=O)(=O)c2ccc(-c3ccccc3)cc2O[C@@H]1CN(C)Cc1ccccn1 | -1.2 | 11
O=C(Nc1ccc(-c2ccccc2)cc1)[C@@H]1[C@@H](CO)[C@@H]2Cn3c(cccc3=O)[C@H]1N2Cc1cncnc1 | 0.9 | -0.6
CO[C@@H]1CN(C)C(=O)c2cc(NC(=O)Nc3ccccc3)ccc2OC[C@H](C)N(C(=O)CN(C)C)C[C@H]1C | 0.8 | 0.0
O=C(C[C@@H]1C[C@H]2c3cc(NS(=O)(=O)c4ccccc4)ccc3O[C@H]2[C@H](CO)O1)NC1CCCC1 | -0.6 | 1.7
CC(=O)N(C)C[C@H]1OCc2ccccc2-c2ccccc2C(=O)N([C@H](C)CO)C[C@H]1C | 0.6 | -1.0
COc1cccc(NC(=O)N(C)C[C@H]2Oc3cc(C#Cc4ccc(F)cc4)ccc3S(=O)(=O)N([C@@H](C)CO)C[C@H]2C)c1 | -1.0 | -5.4
COc1ccccc1-c1ccc([C@@H]2[C@H](CO)N3CCCCN(S(=O)(=O)c4cn(C)cn4)C[C@@H]23)cc1 | 1.1 | -0.1
CNC[C@H]1OCCCC[C@H](C)Oc2ccc(NC(=O)Nc3c(C)noc3C)cc2C(=O)N([C@H](C)CO)C[C@H]1C | 0.5 | -2.6
CCCC#Cc1ccc2c(c1)O[C@H](CN(C)C(=O)C1CC1)[C@H](C)CN([C@@H](C)CO)S2(=O)=O | -3.9 | -1.4
N#Cc1cccc(-c2ccc([C@H]3[C@H]4CN(C(=O)Cc5ccncc5)CCCCN4[C@H]3CO)cc2)c1 | 0.2 | -3.9
CC(C)C(=O)Nc1ccc2c(c1)C(=O)N(C)[C@@H]1CC[C@H](CC(=O)NCC3CC3)O[C@H]1CO2 | -1.5 | -1.1
C[C@H](CO)N1C[C@H](C)[C@@H](CN(C)Cc2ccc(Oc3ccccc3)cc2)Oc2ccc(NC(=O)Nc3ccc(F)cc3)cc2CC1=O | -0.2 | -1.2
Cc1noc(C)c1S(=O)(=O)Nc1ccc2c(c1)C(=O)N([C@H](C)CO)C[C@H](C)[C@@H](CN(C)S(=O)(=O)c1ccccc1)OCCCC[C@H](C)O2 | -1.7 | -2.0
Cc1ccc(S(=O)(=O)N(C)C[C@H]2OCCCC[C@@H](C)Oc3ccc(NS(=O)(=O)c4cn(C)cn4)cc3C(=O)N([C@@H](C)CO)C[C@H]2C)cc1 | 1.6 | 3.1
C[C@H]1CN([C@@H](C)CO)C(=O)Cc2cc(NC(=O)Nc3ccc(F)cc3)ccc2O[C@H]1CN(C)S(=O)(=O)c1ccc(Cl)cc1 | 1.0 | -2.9
O=C(N[C@H]1CC[C@@H](CCNS(=O)(=O)c2ccccc2)O[C@H]1CO)c1cnccn1 | -0.5 | 1.7
C[C@@H]1CN([C@@H](C)CO)C(=O)c2cc(-c3cccc(F)c3)cnc2O[C@H]1CN(C)Cc1cncnc1 | -4.8 | 1.1
CO[C@@H]1CN(C)C(=O)c2ccc(NC(=O)C3CC3)cc2OC[C@@H](C)N(S(=O)(=O)c2ccc(Cl)cc2)C[C@H]1C | 1.4 | -0.9
C[C@@H]1CCCCO[C@@H](CN(C)C)[C@@H](C)CN([C@H](C)CO)C(=O)c2cc(NS(C)(=O)=O)ccc2O1 | 0.0 | 0.1
C[C@@H]1CN([C@@H](C)CO)C(=O)Cc2cc(NC(=O)Nc3ccc(F)cc3)ccc2O[C@H]1CN(C)S(=O)(=O)c1cccs1 | 0.2 | -0.5
CCCNC(=O)N1C[C@H](O)COC[C@@H]2O[C@@H](CC(=O)NCCCN3CCOCC3)CC[C@H]21 | -17&1.0 | -1.7
CCC(=O)Nc1ccc2c(c1)C(=O)N(C)C[C@H](OC)[C@H](C)CN(C(=O)CC1CC1)[C@H](C)CO2 | -1.0 | -0.8
CCCC(=O)Nc1ccc2c(c1)C(=O)N(C)C[C@@H](OC)[C@@H](C)CN(C(=O)c1ccccc1F)[C@@H](C)CO2 | 0.2 | -0.8
O=C(CCN1CCCCC1)NCC[C@H]1CC[C@H](NC(=O)C2CCC2)[C@H](CO)O1 | 0.5 | 4.5
COCCNC(=O)C[C@H]1CC[C@H]2[C@@H](COc3ccc(NC(=O)CC(F)(F)F)cc3C(=O)N2C)O1 | -3.1 | -3.2
CC(C)CC#Cc1ccc2c(c1)O[C@H](CN(C)C(=O)Cc1ccccn1)[C@H](C)CN([C@H](C)CO)S2(=O)=O | 0.0 | 1.1

Taken from above.
C[C@@H]1CN([C@@H](C)CO)C(=O)Cc2cc(NC(=O)Nc3ccc(F)cc3)ccc2O[C@H]1CN(C)S(=O)(=O)c1cccs1 – Mtb BioA inh: -0.5
CCCNC(=O)N1C[C@H](O)COC[C@@H]2O[C@@H](CC(=O)NCCCN3CCOCC3)CC[C@H]21 – TcdB GH inh: -17&1.0
O=C(CCN1CCCCC1)NCC[C@H]1CC[C@H](NC(=O)C2CCC2)[C@H](CO)O1 – TcdB GH inh: 0.5
C[C@@H]1CCCCO[C@@H](CN(C)C)[C@@H](C)CN([C@H](C)CO)C(=O)c2cc(NS(C)(=O)=O)ccc2O1 – Mtb BioA inh: 0.1
O=C(N[C@H]1CC[C@@H](CCNS(=O)(=O)c2ccccc2)O[C@H]1CO)c1cnccn1 – Mtb BioA inh: 1.7

Carrying on.
SMILES | TcdB GH inh | Mtb BioA inh
C[C@H](CO)N1C[C@H](C)[C@H](CN(C)Cc2ccncc2)Oc2ccc(NC(=O)Cn3cnnn3)cc2C1=O | -1.5 | -0.8
CNC[C@@H]1OCCCC[C@@H](C)Oc2ccc(NC(=O)NC3CCCCC3)cc2C(=O)N([C@@H](C)CO)C[C@H]1C | 1.1 | -1.1
CCCC#Cc1ccc2c(c1)O[C@@H](CN(C)C(=O)CC1CC1)[C@H](C)CN([C@@H](C)CO)S2(=O)=O | -0.3 | 2.3
COCC#Cc1ccc([C@H]2[C@H]3CN(Cc4ccncc4)CCCCN3[C@H]2CO)cc1 | 0.2 | -3.8
C[C@@H](O)C#Cc1ccc2c(c1)O[C@@H](CN(C)C(=O)CC1CC1)[C@@H](C)CN([C@@H](C)CO)S2(=O)=O | -6.1 | -0.2
O=S(=O)(c1ccccc1)N1CC[C@@H]2[C@@H](CO)Nc3ccc(C#Cc4cccc(F)c4)cc3[C@@H]21 | 0.0 | -1.3
CC(C)NC(=O)Nc1ccc2c(c1)CC(=O)N([C@@H](C)CO)C[C@@H](C)[C@H](CN(C)C(=O)NC(C)C)O2 | -0.8 | -1.5
CCCC(=O)Nc1ccc2c(c1)OC[C@@H](C)N(C(=O)c1ccccn1)C[C@@H](C)[C@@H](OC)CN(C)C2=O | -5.9 | 0.0
Cc1noc(C)c1NC(=O)Nc1ccc2c(c1)C(=O)N([C@H](C)CO)C[C@H](C)[C@H](CN(C)CC1CC1)OCCCC[C@H](C)O2 | -0.6 | -0.4
C[C@H]1CCCCO[C@H](CN(C)C(=O)CCC(F)(F)F)[C@@H](C)CN([C@@H](C)CO)C(=O)c2cc(NC(=O)c3ccccc3)ccc2O1 | -5.2 | 0.7
C/C=C/c1cnc2c(c1)C(=O)N([C@@H](C)CO)C[C@H](C)[C@H](CN(C)S(=O)(=O)c1ccccc1)O2 | 2.0 | 2.8
C[C@H](CO)N1C[C@H](C)[C@@H](CN(C)C(=O)Cc2cccnc2)Oc2ncc(C#CCc3ccccc3)cc2C1=O | 0.2&-0.4 | -1.8

Structures listed so far containing a cyano group, in the order listed:
SMILES | TcdB GH inh | Mtb BioA inh
N#C[C@@H]1[C@H](c2ccc(C#CC3CCCCC3)cc2)[C@@H](CO)N1C(=O)Cc1ccccn1 | 0.0 | -0.2
N#Cc1cccc(-c2ccc([C@H]3[C@H]4CN(C(=O)Cc5ccncc5)CCCCN4[C@H]3CO)cc2)c1 | 0.2 | -3.9

Following part.
SMILES | TcdB GH inh | Mtb BioA inh
O=C(C[C@H]1C[C@H]2c3cc(NS(=O)(=O)c4ccc(F)cc4)ccc3O[C@H]2[C@@H](CO)O1)NCC(F)(F)F | -0.6 | 0.1
COc1ccc(NC(=O)N(C)C[C@H]2OCCCC[C@H](C)Oc3ccc(NC(=O)Nc4ccc(C(F)(F)F)cc4)cc3C(=O)N([C@@H](C)CO)C[C@@H]2C)cc1 | -0.9 | -1.2
CO[C@H]1CC[C@H]2CCOc3ccc(C#N)cc3C(=O)N(C)C[C@H](C)C(=O)N(C)C[C@H]1O2 | 0.0 | -1.1
CCNC(=O)C[C@@H]1CC[C@@H]2[C@H](COc3ccc(NC(=O)C4CCCCC4)cc3C(=O)N2C)O1 | -1.3 | -1.5
C[C@H](CO)N1C[C@H](C)[C@H](CN(C)S(=O)(=O)CC(F)(F)F)OCc2ccccc2-c2ccccc2C1=O | 0.5 | -1.2
O=C(C[C@@H]1CC[C@H]2[C@@H](COC[C@@H](O)CN2Cc2nccs2)O1)NCc1ccc(-c2ccccc2)cc1 | -3.1 | 1.4
C[C@H]1CCCCO[C@@H](CN(C)C(=O)C2CCCCC2)[C@@H](C)CN([C@@H](C)CO)C(=O)c2cc(NC(=O)Nc3ccc(F)cc3)ccc2O1 | 0.6 | -2.2
COc1ccc(NC(=O)N(C)C[C@@H]2Oc3ccc(NC(=O)C4CCCCC4)cc3C(=O)N([C@@H](C)CO)C[C@@H]2C)cc1 | -0.1 | 0.5
CCCC(=O)Nc1ccc2c(c1)C(=O)N(C)C[C@H](OC)[C@@H](C)CN(C(=O)c1cnccn1)[C@H](C)CO2 | -0.4 | -1.1
O=C(C[C@@H]1CC[C@@H]2[C@H](COC[C@H](O)CN2S(=O)(=O)c2ccc(Cl)cc2)O1)N[C@@H]1CCN(Cc2ccccc2)C1 | 0.2 | 2.1
COc1ccc(CN(C)C[C@H]2Oc3ccc(NS(=O)(=O)c4ccc(F)cc4)cc3C(=O)N([C@H](C)CO)C[C@H]2C)cc1 | 0.8 | -1.6
C[C@H]1CN([C@@H](C)CO)C(=O)Cc2cc(NS(=O)(=O)c3cn(C)cn3)ccc2O[C@H]1CN(C)Cc1ccccc1 | 0.2 | -1.3

A different layout for some results above:
structure,TcdB GH inh,Mtb BioA inh
CCCC(=O)Nc1ccc2c(c1)C(=O)N(C)C[C@H](OC)[C@@H](C)CN(C(=O)c1cnccn1)[C@H](C)CO2,-0.4,-1.1
O=C(C[C@@H]1CC[C@@H]2[C@H](COC[C@H](O)CN2S(=O)(=O)c2ccc(Cl)cc2)O1)N[C@@H]1CCN(Cc2ccccc2)C1,0.2,2.1
